# From PubChem
# GPR35 arrestin U2OS: GPR35 antagonists blocking zaprinast-driven arrestin recruitment, primary screen, imaging, U2OS, beta-arrestin-GFP, zaprinast agonist (AID 2058). U2OS GPR35 beta-arrestin-GFP translocation imaging, zaprinast antagonism; higher % means a stronger effect. one-dose inhibition, % at 10 µM; IC50 in µM for titrated hits. 0.052% of 290,000 active;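 active = inhibition of at least 50% with at least 30 cells and total cytoplasm GFP at most 10,000,000; inconclusive = under 30 cells or total GFP of 10,000,000 plus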
# GPR55 beta-arrestin: GPR55 agonists via beta-arrestin recruitment, primary screen, imaging, U2OS cells, beta-arrestin-GFP redistribution (AID 1961); U2OS GPR55 beta-arrestin-GFP redistribution imaging; higher % means a stronger effect; 0.048% of 290,000 active; one-dose activation, % at 10 µM; EC50 in µM for titrated hits;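 active = activation above 40% with more than 50 cells counted in the well; inconclusive = wells holding fewer than 50 cells, flagged as toxic or sparse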;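 note: U2OS osteosarcoma cells stably expressing GPR55 and beta-arrestin-GFP; plate controls were DMSO negative control for no effect and LPI positive control for full effect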
# West Nile virus CPE: West Nile virus antiviral activity, cell-based, CPE readout (AID 1621); West Nile virus-infected cells, CPE inhibition; higher % means a stronger effect; one-dose CPE inhibition, % at 10 µM; IC50 in µM for titrated hits; 0.02% of 290,000 active; in the data active = a potency from the dose series; inconclusive = CPE inhibition mostly from about 3.7% at the one dose, without a potency; inactive = the rest, 99 in 100 with CPE inhibition below about 2.2%; note: strong numbers were not always called active
# Dengue-2 NS5 capping: Dengue-2 NS5 methyltransferase inhibitors, primary screen, biochemical, confirmation dose response (AID 588689) | 0.3% of 340,000 active | one-dose inhibition, % at 25 µM; IC50 in µM for titrated hits | Dengue-2 NS5 methyltransferase capping enzyme assay, biochemical; higher % means a stronger effect; in the data active = a potency from the dose series; inconclusive = inhibition above about 29% without an active follow-up result
# GPR55 LPI antagonism: inhibition of LPI-stimulated GPR55 beta-arrestin translocation – imaging, U2OS, beta-arrestin-GFP, LPI agonist, primary screen (AID 2013). U2OS GPR55 beta-arrestin-GFP translocation imaging, LPI antagonism; higher % means a stronger effect. one-dose inhibition, % at 10 µM; IC50 in µM for titrated hits. 0.13% of 290,000 active;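 active = spots per cell inhibited over 60%, with over 100 cells counted and total cytoplasm intensity under 500,000; inconclusive = wells with under 100 cells, flagged as likely toxic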;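 note: U2OS cells stably carrying GPR55 and arrestin-GFP stimulated by 5 µM LPI near EC80; imaged beta-arrestin-GFP aggregate spots per cell after agonist stimulation; plate controls were LPI-stimulated DMSO wells for no effect and DMSO wells without LPI for full effect; some results filed as inactive read as strong as hits; confirmed hits need IC50 under 10 µM and bright autofluorescent wells are also inconclusive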
# NOD1 inhibition: NOD1 signaling inhibitors, primary screen, cell-based, luminescence, uHTS (AID 1578); NOD1-driven NF-kB luciferase reporter cells, luminescence; higher % means a stronger effect; 1% of 290,000 active; inhibition, % at 4 µM, or EC50 in µM where a hit was titrated; in the data active = inhibition mostly above about 36%, no sharp cut-off; inactive = mostly below about 34%;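 note: HEK-293T reporter cells stimulated with the NOD1 agonist gamma-tri-DAP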
# KOR beta-arrestin-1: KOR agonists, beta-arrestin recruitment, primary screen, cell-based, luminescence, uHTS (AID 1777); one-dose activation, % at 10 µM; EC50 in µM for titrated hits; 0.02% of 280,000 active; KOR beta-arrestin recruitment, luminescence; higher % means a stronger effect; in the data active = activation above about 50%, passing the limit was not always enough; note: a part of the inactive calls stands beside numbers as strong as those of hits
# HIV fusion peptide: inhibitors of HIV fusion peptide binding, primary screen, biochemical, uHTS, fluorescence dequenching (AID 1986) | cell-free peptide binding, fluorescence dequenching, 30 min; higher % means a stronger effect | 0.3% of 290,000 active | inhibition, % at 20 µM; hits with a dose series show IC50 in µM; in the data active = inhibition mostly above about 52%, no sharp cut-off; inactive = mostly below about 76%; note: some results filed as inactive read as strong as hits
# KOR beta-arrestin-2: kappa opioid receptor blockers – cell-based, luminescence, uHTS (AID 1778); KOR beta-arrestin recruitment, luminescence, antagonist mode; higher % means a stronger effect; inhibition, % at 10 µM; hits with a dose series show IC50 in µM; 0.091% of 290,000 active; in the data active = inhibition above about 50%; note: strong numbers were not always called active
# Dengue-2 NS5 capping pilot replicate: second read-out of Dengue-2 NS5 capping, no call of its own (marks repeat the call); inhibition, %; measured here: pilot screen replicate inhibition
# Numbers without * were called inactive; ? = inconclusive; . = no result given; [ ] = another dose, or the depositor's remark. Some of the compounds tested (hit frequency here may not be typical).
SMILES,GPR35 arrestin U2OS,GPR55 beta-arrestin,West Nile virus CPE,Dengue-2 NS5 capping,GPR55 LPI antagonism,NOD1 inhibition,KOR beta-arrestin-1,HIV fusion peptide,KOR beta-arrestin-2,others
CCn1c(CNc2ccc(F)cc2)nnc1SCC(=O)Nc1ccc(OC)cc1,-2%,0.1%,0.0%,5%,-1%,-20%,-3.8%,0.1%,-12%,
COC(=O)c1ccc(CSc2ncnc3ccccc23)o1,8%,0.3%,0.8%,-1%,4%,32%,3.6%,3.5%,-10%,
CCC(C)(C)n1nnnc1C(c1cccc(C#N)c1)N1CCN(c2cc(C)ccc2C)CC1 (stereo unspecified),7%,7.6%,0.0%,-3%,2%,-14%,-1.6%,-1.1%,2%,
COc1cc2c(cc1OC)CN(CC(=O)Nc1ccccc1C#N)CC2,-7%,-0.1%,0.0%,-3%,0%,-7%,-3.5%,-0.1%,-14%,
CCCCn1c(N)c(Sc2ccc(C)cc2)c(=O)[nH]c1=O,2%,-0.2%,-0.1%,0%,.,-9%,-0.5%,-0.5%,16%,
CS(=O)(=O)NCCNc1ccc(C(F)(F)F)cc1[N+](=O)[O-],3%,0.2%,-0.1%,-2%,-1%,-25%,.,1.3%,17%[20 µM],
Cc1ccccc1N(CC(=O)NCCSCc1ccccc1)S(C)(=O)=O,1%,-0.1%,-0.8%,-6%,-4%,-31%,-6.5%,-1.2%,15%,
Cc1ccc(C(c2nnnn2C2CCCCC2)N2CCc3ccccc32)cc1 (stereo unspecified),6%,-0.3%,-1.6%,-4%,5%,-2%,11%,0.6%,-9%,
CC(=O)OCC(=O)Nc1ccc(C(C)=O)cc1,1%,-0.1%,0.2%,-10%,-20%,7%,1.3%,-1.7%,-1%,
CCOC(=O)c1cnc2ccccc2c1Nc1ccc2c(c1)OCCO2,12%,-0.1%,-0.6%,3%,6%,28%,1.7%,0.3%,7%,
COc1ccc(CCN2C(=O)CC(C(N)=O)SC2=Nc2ccc(F)cc2)cc1OC (stereo unspecified),8%,0.3%,0.8%,0%,15%,-11%,.,2.8%,-24%[20 µM],
CCCc1[nH]nc2c1C(C1CCCCC1)C(C#N)=C(N)O2 (stereo unspecified),-2%,0.3%,0.6%,-1%,6%,-12%,0.7%,1.0%,11%,
Cc1cc(C)n2ncc(/C(N)=N/OC(=O)Nc3ccccc3)c2n1,2%,-0.3%,-0.4%,4%,1%,-5%,0.4%,-1.6%,.,
CSCCC(NC(=O)c1ccco1)C(=O)OCc1cc([N+](=O)[O-])cc2c1OCOC2 (stereo unspecified),-5%,0.8%,-0.2%,-7%,9%,-20%,-1.1%,-2.2%,-2%,
CCCCN(CCCC)CCCNC(=O)Cn1cc2c(n1)-c1c(oc(C(=O)N3CCCC3)c1C)CC2,2%,0.3%,-0.2%,3%,11%,-13%,-0.1%,-0.1%,0%,
CCOC(=O)c1c(C)[nH]c(C)c1C(=O)COC(=O)c1ccccc1O,-7%,0.5%,-0.6%,2%,10%,-8%,-2.2%,1.9%,-1%,
C/C(Cl)=C/Cc1c(C)[nH]c2ccc(C)cc2c1=O,-7%,0.3%,0.2%,-3%,14%,-6%,-1.1%,2.0%,31%,
Cc1ccc(-c2nn3c(C)nnc3c3ccccc23)cc1S(=O)(=O)NC(C)c1ccccc1 (stereo unspecified),12%,9.8%,-0.5%,-5%,2%,-2%,14%,0.1%,-37%,
COc1ccc(N2CCN(C(=O)c3cccnc3SCc3cccc(Br)c3)CC2)cc1,0%,-0.2%,-2.1%,-6%,6%,-12%,3.4%,-0.1%,4%,
COc1ccccc1Oc1ccc(NC(=O)c2ccccc2)cc1,1%,0.3%,-0.6%,-6%,-1%,-42%,-3.9%,0.9%,-6%,
COc1ccccc1N1CCN(C(CNC(=O)C2CCCCC2)c2cccnc2)CC1 (stereo unspecified),-10%,-0.1%,-0.3%,-1%,12%,-6%,0.0%,-0.1%,3%,
O=C(NN1C(=O)C2C3C=CC([C@H]4CC34)[C@@H]2C1=O)c1ccc(Br)cc1 (stereo partly specified),-3%,-0.1%,0.9%,8%,5%,-2%,-1.2%,-0.6%,-4%,
COc1ccc(-c2cn(-c3ccc(C)cc3)c(=O)n2CC(=O)Nc2ccc(OC)cc2OC)cc1,1%,-0.1%,0.2%,-7%,4%,-33%,-2.9%,-1.9%,-17%,
COc1ccc(N(C)S(=O)(=O)c2cccc(C(=O)N3CCN(S(=O)(=O)c4ccc(C)cc4)CC3)c2)cc1,-8%,0.0%,-0.8%,-4%,12%,-22%,-3.0%,0.6%,32%,
O=c1[nH]c(=O)n(Cc2ccco2)c2c1C(C(F)(F)F)(C(F)(F)F)N=C(c1ccco1)N2,5%,0.5%,1.0%,3%,15%,-41%,0.4%,0.8%,-36%,Dengue-2 NS5 capping pilot replicate=2.3
COc1cc(NC(=O)c2cccc(F)c2)ccc1NC(=O)c1cc2ccccc2o1,4%,-0.1%,?,1%,11%,-5%,-5.6%,-0.5%,20%,
Oc1ccc(/C=N/N2CCCCC2)cc1O,2%,0.0%,-0.1%,4%,-1%,-9%,3.2%,6.7%,-50%,
Cc1ccc(NC(=O)CS(=O)CC(=O)NC2CCN(Cc3ccccc3)CC2)c(C)c1 (stereo unspecified),3%,-0.1%,-0.7%,-4%,8%,14%,2.3%,-2.6%,29%,
C#CCNC(=O)C1=C[C@H](C2CCCCC2)C[C@H](OCc2ccc(CO)cc2)O1,5%,0.2%,-1.1%,-2%,-9%,0%,0.4%,0.9%,1%,
COc1ccccc1CN1C[C@@H]2C[C@@H](c3ccc(C)cc3)N3CCC[C@@]23C1=O,7%,-0.1%,-0.9%,-3%,10%,-32%,-3.6%,0.9%,9%,
Cc1cc(N2CCOCC2)ccc1/C=C1\NC(=O)N(CC(=O)Nc2ccc(F)cc2)C1=O,17%,0.2%,-0.7%,?,-5%,-29%,-2.4%,-2.7%,-6%[20 µM],
COc1ccc(C2=Nc3ccccc3OC2)cc1,-21%,-0.2%,0.1%,-1%,7%,-67%,3.4%,-2.2%,-6%,
CCN(CC)S(=O)(=O)c1ccc(N2CCOCC2)c(NC(=O)C2CCCC2)c1,-13%,-0.2%,0.7%,-3%,-1%,34%,7.7%,-2.4%,-17%,
O=C(/C=C1\NC2(CCCC2)Cc2ccccc21)C(=O)N/N=C/c1ccc(O)c(O)c1,-11%,-0.2%,-1.4%,2%,17%,28%,3.0%,18%,9%,
O=[N+]([O-])c1ccc(O)c(/C=N/Nc2nn[nH]n2)c1,0%,-0.5%,0.8%,1%,8%,-26%,-4.3%,2.3%,18%,
COc1cccc(-n2nc(C(=O)N3CC(C)CC(C)C3)c3ccccc3c2=O)c1 (stereo unspecified),3%,-0.1%,-0.7%,-2%,10%,-6%,-2.1%,-2.7%,-5%,
COc1ccc(-n2c(SC3CCOC3=O)nc3ccccc32)cc1 (stereo unspecified),-3%,-1.0%,0.1%,9%,-6%,10%,-0.7%,-0.2%,23%,
Cn1c(SCC(=O)NCc2ccccc2)nnc1-c1ccc(NC(=O)CCc2ccccc2)cc1,-10%,0.6%,0.0%,-11%,8%,-4%,5.0%,-0.6%,-5%,
COC(=O)c1cn(-c2ccccc2)nc1C(=O)OC,5%,-0.2%,0.5%,-3%,9%,-4%,-1.7%,0.2%,-4%,
Cc1cccc(NC(=O)CSc2nnnn2C2CCCC2)c1,10%,-0.1%,0.8%,-3%,0%,11%,2.9%,0.1%,-39%,
CCn1c(=O)c(C(=O)Nc2ccccc2S(N)(=O)=O)c(O)c2ccccc21,-2%,0.6%,0.1%,4%,-1%,-16%,16%,-2.2%,24%,
Cc1ccccc1NS(=O)(=O)c1ccc2c(c1)NC(=O)CCS2,-14%,0.6%,-0.8%,-3%,4%,1%,-1.3%,0.8%,22%,
O=C(Cn1cnc(S(=O)(=O)N2CCCCC2)c1)NCc1ccco1,5%,-0.1%,-0.7%,-2%,11%,-12%,-1.1%,-0.7%,-8%,
CCn1nc(C)c(NC(=O)Nc2cccc(Cl)c2Cl)c1C,-8%,0.1%,-1.3%,-7%,-2%,-20%,-4.0%,-0.7%,4%,
O=C(Cc1ccc(F)cc1)N1CCC2(CC1)NCCc1[nH]cnc12,5%,0.1%,-0.2%,2%,5%,-19%,-4.7%,1.0%,-37%,
Cc1nc2ccc([N+](=O)[O-])cc2c(=O)n1Cc1ccccc1Br,-1%,-0.2%,-1.4%,7%,9%,-10%,4.0%,-1.3%,10%,
C[C@@H]1NC(=O)[C@H](CCC(=O)O)NC(=O)c2cc([N+](=O)[O-])cc(F)c2NCCC[C@@H](C(N)=O)NC1=O,1%,1.1%,-0.3%,0%,6%,-19%,-0.7%,1.9%,-12%,
CCN(CC(=O)Nc1c(F)cccc1F)C(=O)CNC(=O)c1ccc2c(c1)OCO2,-1%,-0.1%,-0.1%,-7%,-1%,-19%,-3.7%,4.1%,-1%,
CCCc1cc(=O)[nH]c(SC(CC)C(=O)Nc2ccccc2C#N)n1 (stereo unspecified),5%,0.2%,0.1%,-1%,10%,-6%,-2.7%,2.2%,16%,
CCC1COCCS(=O)(=O)N1Cc1cccc(C(F)(F)F)c1 (stereo unspecified),0%,-0.2%,-0.2%,-10%,7%,-48%,-5.7%,-0.6%,5%[20 µM],
CC(C)OC(=O)CSc1nnc(-c2ccccn2)n1N,-1%,-0.3%,0.1%,.,-14%,-4%,8.9%,2.0%,-16%,
CC(=O)c1c(C)nc(-c2cccc([N+](=O)[O-])c2)n1O,-10%,-0.1%,-0.4%,-2%,5%,-18%,-9.8%,-1.5%,-9%[20 µM],
CCN(CC(=O)NCCc1ccccc1)S(=O)(=O)c1ccccc1,-6%,0.2%,-0.4%,.,0%,-34%,-0.1%,0.9%,-2%,
CCC(C)Sc1nc2c([nH]c3ccccc32)c(=O)n1C (stereo unspecified),-3%,-0.1%,-0.2%,0%,0%,-21%,-3.1%,0.9%,-22%,
CC1=N/C(=C/c2cccnc2)C(=O)O1,13%,0.5%,0.8%,-2%,-1%,-35%,-2.1%,1.6%,8%,
O=C1CS/C(=C\[N+](=O)[O-])N1c1ccccc1,13%,0.3%,0.2%,8%,6%,12%,-2.3%,21%,-5%,
